Compound activity as filed in PubChem BioAssay.
GCN5L2 inh: GCN5L2 (KAT2A) acetyltransferase inhibition. GCN5L2 HAT assay, ThioGlo1 CoA-SH fluorescence. Potency, µM (highest dose often 58.9 µM), for the others: at the highest dose activity change, negative = inhibition, actives largely listed as inhibitors. 390,000 tested, 0.21% active. Q92830. AID 504327
Target sequence (Q92830 whole entry, looked up): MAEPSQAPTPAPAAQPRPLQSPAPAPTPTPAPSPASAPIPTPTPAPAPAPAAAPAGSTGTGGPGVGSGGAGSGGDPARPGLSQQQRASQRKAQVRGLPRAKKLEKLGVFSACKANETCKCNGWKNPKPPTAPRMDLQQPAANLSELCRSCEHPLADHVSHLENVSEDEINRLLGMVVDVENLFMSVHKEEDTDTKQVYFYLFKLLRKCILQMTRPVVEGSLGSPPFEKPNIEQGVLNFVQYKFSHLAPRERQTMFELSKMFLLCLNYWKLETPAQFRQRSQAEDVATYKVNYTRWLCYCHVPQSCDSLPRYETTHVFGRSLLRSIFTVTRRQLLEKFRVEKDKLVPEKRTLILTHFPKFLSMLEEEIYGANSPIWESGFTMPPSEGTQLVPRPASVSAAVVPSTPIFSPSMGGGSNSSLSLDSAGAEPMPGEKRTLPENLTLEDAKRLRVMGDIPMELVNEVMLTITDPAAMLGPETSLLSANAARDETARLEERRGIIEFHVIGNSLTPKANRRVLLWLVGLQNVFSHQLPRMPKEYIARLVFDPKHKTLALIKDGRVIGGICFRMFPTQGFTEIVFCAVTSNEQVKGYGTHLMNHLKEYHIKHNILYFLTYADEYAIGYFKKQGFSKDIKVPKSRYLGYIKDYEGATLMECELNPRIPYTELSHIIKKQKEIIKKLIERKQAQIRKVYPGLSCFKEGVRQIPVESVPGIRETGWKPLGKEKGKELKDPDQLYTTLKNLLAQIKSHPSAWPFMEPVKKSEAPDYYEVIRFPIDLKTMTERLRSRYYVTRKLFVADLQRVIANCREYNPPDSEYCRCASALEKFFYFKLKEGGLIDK
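qHTS, 1536-well. 20nM enzyme, pH 7.5 HEPES/EDTA/Tween-20 buffer; 15 min compound preinc., RT. Start: 75uM H3(1-25), 70uM AcCoA, 50uM ThioGlo1. Read Ex340/Em540 at t=0 (autofluorescence flag) and t=20 min.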
TDP1 cell CPT: DT40-hTDP1 cell growth loss with CPT; chicken DT40 Tdp1-/-;hTDP1 cells + 20 nM CPT, ATP luminescence, 48 h; 420,000 tested, 12% active; Potency, µM (series often up to 46.2 µM), for inactives: at the top dose activity change, negative = growth inhibition, hits mostly inhibitors; also: nearly all actives have a fitted effect of over 55% in size
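Chicken DT40 Tdp1-/- cells stably complemented with human TDP1 were seeded at 400 cells/well in medium containing 20 nM camptothecin, exposed to pin-transferred compounds, and grown at 37 °C for at least 48 hr. Viability was read as ATP luminescence.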
TDP1 cell noCPT: qHTS for Inhibitors of human tyrosyl-DNA phosphodiesterase 1 (TDP1): qHTS in cells in absence of CPT; 420,000 tested, 15% active; AID 686978, 2013; Potency, µM (top dose mostly 46.2 µM), for inactives: at the highest dose activity change, negative = growth inhibition, actives largely listed as inhibitors; DT40 Tdp1-/- hTDP1 cells, no CPT, ATP luminescence, 48 h; also: nearly all actives have a fitted effect of over 55% in size
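Compound effects on proliferation are scored in DT40 Tdp1-/-;hTDP1 cells in the absence of CPT. ATP levels (CellTiter-Glo luminescence) are recorded after a ≥48 hr, 37 °C incubation.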
* = called active by the depositor; ? = inconclusive; / = not tested or not shown; [ ] = dose if it differs, or a comment. Calls follow the shape of the dose curve; as a rule, active = well fitted curve in the direction sought with a large enough effect; inconclusive = small, poorly fitted or top-dose-only effect, or another doubt; inactive = no such curve, though single readings can be large; an effect the other way counts as inactive or inconclusive. % is scaled to controls: 0 for no effect and ±100 for the full control effect; potency is read from the fitted curve at half-maximal effect.

SMILES	GCN5L2 inh	TDP1 cell CPT	TDP1 cell noCPT
COc1ccccc1CNC(=O)c1cccc(S(=O)(=O)N(C)c2ccccc2)c1	-7%	26µM*	?
COC(=O)Cc1c(O)ccn(Cc2ccc(Cl)c(Cl)c2)c1=O	0%	0%	3%
COCCCNC(=O)CSc1nc2cc3c(cc2c(=O)n1CCCCCC(=O)NCc1ccc(OC)cc1)OCO3	-18%	-8%	-22%
COc1ccc2oc(=O)c(-c3nc(-c4cccs4)no3)cc2c1	-16%	5%	-8%
CCCCCC(=O)Nc1ccc2oc(-c3ccncc3)nc2c1	-10%	-19%	-15%
CC(=O)NCCc1nc2ccccc2[nH]1	-1%	-8%	0%
COc1ccc(C2CCCCCN2C(=O)C2CCN(S(=O)(=O)c3ccc(C)cc3)CC2)cc1 (centres undefined)	/	?	?
CCC(C)(O)c1[nH]c2ccc(C#N)cc2c1C (centres undefined)	-3%	?	?
CN(C)c1ccc(CNC(=O)c2cnc3sc(N4CCOCC4)nn3c2=O)cc1	2%	-29%	1%
Cc1ccc(C)c(CN2C(=O)c3ccccc3Sc3ccc(C(=O)NC4CCCC4)cc32)c1	3%	4%	?
O=C(NCc1ccc2c(c1)OCO2)c1ccc2c(c1)N(Cc1cccc(Cl)c1)C(=O)c1ccccc1S2=O (centres undefined)	0%	-22%	-29%
CC(=O)OCc1cc2cc(C)ccc2[nH]c1=O	0%	-29%	-13%
Cn1c(=N)n(CC(O)c2cccc3ccccc23)c2ccccc21 (centres undefined)	-1%	15µM*	13µM*
CN1C(C(=O)Nc2ccccn2)=C(O)c2ccccc2S1(=O)=O	?	-3%	?
COC(=O)[C@H]1[C@@H](C)N(Cc2ccccc2)C(=O)N[C@H]1c1ccccc1	/	-15%	-15%

Of the compounds above, two contain a halogen:
SMILES	GCN5L2 inh	TDP1 cell CPT	TDP1 cell noCPT
COC(=O)Cc1c(O)ccn(Cc2ccc(Cl)c(Cl)c2)c1=O	0%	0%	3%
O=C(NCc1ccc2c(c1)OCO2)c1ccc2c(c1)N(Cc1cccc(Cl)c1)C(=O)c1ccccc1S2=O (centres undefined)	0%	-22%	-29%

Remaining list, next part.
SMILES	GCN5L2 inh	TDP1 cell CPT	TDP1 cell noCPT
COc1ccccc1-c1c(C)nn2c(C(F)(F)F)cc(-c3ccccc3)nc12	1%	?	?
CC(C)(C)S(=O)N1Cc2cc(C(=O)Nc3ccc(-c4ccccc4)cc3)nc(-c3cccc(-c4cc5ccccc5o4)c3)c2[C@@H]1CCO (some centres undefined)	/	?	?
C=CCn1c(CC#N)nnc1N1CCOCC1	2%	1%	1%
CC(C)c1ccc(NC(=O)CN(C)S(=O)(=O)c2ccc3c(c2)n(C)c(=O)c(=O)n3C)cc1	1%	-30%	?
CCOc1ccccc1N(CC(=O)N1CCOCC1)S(=O)(=O)c1ccc(SC)cc1	1%	?	-6%
Cc1onc(-c2ccccc2Cl)c1C(=O)NNC(=O)C1CCN(Cc2ccccc2)CC1	-1%	4%	-2%
O=C(CN1CCOCC1)N1CCN(S(=O)(=O)c2ccccc2)C1c1ccccc1 (centres undefined)	4%	-20%	-16%
Cc1cc(C(=O)O[C@H]2[C@H](Cc3ccccc3)NS(=O)(=O)[C@H]3C[C@@H]4C=C[C@]23O4)ccc1[N+](=O)[O-]	-9%	?	?
O=C(Nc1ccc(SC(F)F)cc1)c1cccc2nc3ccccc3nc12	-4%	-23%	?
Cc1cc(NC(=O)c2cccc(S(=O)(=O)N3c4ccccc4CC3C)c2)no1 (centres undefined)	-5%	?	?
O=C(CN(Cc1ccccc1F)C(=O)c1ccco1)NCc1ccc(F)cc1	-12%	-15%	5%
CCSc1oc(-c2ccco2)nc1S(=O)(=O)c1ccccc1	2%	-30%	?
CCc1cc(=O)oc2cc(OC(C)C(=O)O)c(Cl)cc12 (centres undefined)	-1%	1%	3%
CCc1ccc(CNC(=O)c2ccc(CS(=O)c3ccc(Br)cc3)o2)cc1 (centres undefined)	-1%	?	?
COc1ccc(CNCCC(c2ccc(OC(C)C)cc2)C(C)C)cc1OC (centres undefined)	-2%	?	16µM*
O=C1CCCC2=C1C(c1cccs1)n1nc(SCc3ccccc3F)nc1N2 (centres undefined)	-2%	12µM*	23µM*
OC(CCN1CCOCC1)(c1ccc(Cl)cc1)C1CCCCC1 (centres undefined)	-3%	?	?
CCS(=O)(=O)N1CCC(C(=O)NCCc2ccc(OC)c(OC)c2)CC1	1%	3%	-6%
CC(Oc1ccc(C#N)cc1)C(=O)Nc1ccc(-n2cnnn2)cc1 (centres undefined)	-4%	-5%	-14%
C=CCSc1nc2c(c(=O)n(C)c(=O)n2C)n1CC	-8%	-15%	-14%
N#Cc1ccc(N2Cc3ccccc3C2=NC(=O)c2cccnc2Cl)cc1	-1%	?	-22%
CCCCCCCCCCCCCCCCOCC(COP(=O)([O-])OCC[N+](C)(C)C)OC (centres undefined)	13%	?	-29%[4.12 µM]
O=C(COC(=O)c1cc(=O)[nH]c2ccccc12)Nc1ccc(Cl)c(S(=O)(=O)N2CCOCC2)c1	/	-26%	-12%
Fc1ccc(Br)cc1SCCc1ccncc1	?	?	?
O=C(NCc1cccnc1)c1ccc(COc2ccccc2Cl)cc1	-8%	?	13µM*
COC(CNC(=O)C(=O)Nc1ccc2c(c1)N(S(=O)(=O)c1cccs1)CCC2)OC	-12%	?	?
CC/C(C)=C1/NC(=O)NC1=O	/	8%	?
COC(C[C@@H](O)[C@@H](C)[C@H](O)COCc1ccccc1)OC	-7%	1%	-17%
O=C(NC(=S)Nn1cnnc1)c1ccccc1Cl	-3%	-5%	-13%
CCn1nnnc1SCC(=O)N(C1CCCCC1)C1CCCCC1	-8%	10µM*	11µM*
Cc1nc2ccc(NC(=O)c3ccco3)cc2s1	-2%	3%	-3%
N#Cc1ccsc1NC(=O)COC(=O)c1ccc(Br)o1	-11%	-1%	5%
O=C(CCNS(=O)(=O)c1ccccc1)OCC(=O)c1ccc(Cl)cc1	?	2%	3%
COc1ccc2nc(/N=C(\N)NC(=O)Nc3ccccc3)nc(C)c2c1	-6%	?	?
CCOC(=O)CSc1nc2ccc(NC(=O)COc3ccccc3C)cc2s1	-14%	-14%	-23%
CCOc1ccc(NC(=S)NC(=O)c2c(Cl)cnn2CC)c([N+](=O)[O-])c1	-2%	4%	-4%
Clc1ccc(CON/C=N/c2ncnc3sccc23)cc1	-3%	12µM*	12µM*
CCNC(=S)N/N=C/c1cccc(/C=N/NC(=S)NCC)c1	2%	-2%	6%
Cc1cc2cc(CNC(=O)c3ccc(C)c([N+](=O)[O-])c3)ccc2[nH]1	-11%	21µM*	10µM*
COc1ccc2cc(C3=CC(=O)CCC3)ccc2c1	/	-17%	?
C=C(C)COc1ccc(-c2n[nH]c(C)c2-c2ccc(Br)cc2)c(O)c1	?	18µM*	?
O=C(O)CNC(=O)/C(=C\c1cccc([N+](=O)[O-])c1)NC(=O)c1ccco1	-3%	7%	9%
Fc1ccc(-c2cc3ncc4c(n3n2)-c2cc(Cl)ccc2OC4)cc1	-1%	1%	1%
Cc1ccc(S(=O)(=O)N(C)c2ccc(C(=O)NCCc3ccccc3)cc2)cc1	?	?	?
COc1cccc(CNC(=O)CCC2CCCN(C(=O)c3cccnc3SC)C2)c1 (centres undefined)	1%	?	?
CC(C)CCn1nc(C(=O)Nc2nc3c(s2)CCCC3)c2ccccc2c1=O	-4%	26µM*	18µM*
COc1ccc(/C=C/c2nc(-c3ccccc3O)n[nH]2)cc1OC	2%	?	?
CCOC(=O)c1ccc(NC(=O)CN(c2ccc(C)cc2)S(=O)(=O)c2c(C)nn(C)c2C)cc1	-21%	23µM*	?
O=C(Nc1ccc(S(=O)(=O)Nc2ccc(F)cc2)cc1)c1ccc(CN2CCOCC2)cc1	-1%	?	18µM*
COc1ccc(C(=O)NCc2ccc3c(c2)cc(C)n3C)cc1	-23%	9%	2%
NC(=O)NOCc1cccc(Cl)c1	-2%	10%	-7%
COc1ccc(CC(=O)Oc2ccc(F)c(F)c2)cc1S(=O)(=O)N1CCOCC1	-6%	-17%	2%
COc1ccc(CN2CCNC(=O)C2CC(=O)N2CCCN(C(C)=O)CC2)cc1OC (centres undefined)	1%	-1%	2%
C/C(=N/NC(=O)c1ccccc1)C1=C(O)CC(C)(C)CC1=O	-4%	-5%	2%
CCc1ccc(C(=O)c2cn(CC(=O)Nc3ccc(F)c(F)c3)c3cc(OC)c(OC)cc3c2=O)cc1	-20%	21µM*	16µM*
CCOC(=O)CC(NC(=O)C1c2ccccc2Oc2ccccc21)c1ccc(C)cc1 (centres undefined)	4%	3%	-27%
Cc1nn(C)c(C)c1N1C(=O)c2cccc3c(N)ccc(c23)C1=O	-13%	-26%	-10%
CC1=C(C#N)C(NC(=O)c2ccccc2)(C(F)(F)F)C(=O)N1 (centres undefined)	2%	-16%	-3%
CC(=O)Nc1sc(C)c(C)c1C(=O)OCC(=O)N(Cc1ccccc1)C(C)C	-5%	?	-28%
CCc1ccc(CN(Cc2ccco2)C(=O)c2ccccc2Cl)cc1	-12%	?	21µM*

Complete entries from above:
Results for CCc1ccc(CN(Cc2ccco2)C(=O)c2ccccc2Cl)cc1 = GCN5L2 inh: -12%; TDP1 cell CPT: ?; TDP1 cell noCPT: 21µM*
Results for COc1ccc(C(=O)NCc2ccc3c(c2)cc(C)n3C)cc1 = GCN5L2 inh: -23%; TDP1 cell CPT: 9%; TDP1 cell noCPT: 2%

Further structures
SMILES	GCN5L2 inh	TDP1 cell CPT	TDP1 cell noCPT
Oc1ccccc1/C=N/NC1=NCCCCC1	-1%	3%	-3%
Cc1ccc(CC(=O)CCc2ccccc2)cc1	1%	-14%	-9%
Cc1ccc(Cn2c(SC(C)C(N)=O)nc3ccccc3c2=O)cc1 (centres undefined)	1%	-7%	?
COc1ccccc1C1c2[nH]c3ccccc3c2CCN1Cc1ccc(NC(C)=O)s1 (centres undefined)	-8%	?	?
COc1ccc(CC(N)c2csc(Nc3nc(C)cnc3C)n2)cc1 (centres undefined)	/	18µM*	15µM*
CN(C)c1ccc(C(CNS(=O)(=O)c2ccc([N+](=O)[O-])cc2)N2CCCC2)cc1 (centres undefined)	0%	?	?
O=C(OCc1csc(-c2ccccc2)n1)C1=NN(c2ccccc2)C(=O)CC1	-7%	-11%	-18%
Cc1ccc2nc(NC(=O)c3cc(=O)c4cc(C)c(C)cc4o3)sc2c1	-3%	6%	4%
COCCCNC(=O)CC(NS(=O)(=O)c1ccc(Cl)cc1)c1ccco1 (centres undefined)	-1%	2%	5%
CSc1ccccc1C(=O)Nc1c(C)cccc1C	-6%	?	-19%
Oc1ccccc1C1NN=C(c2ccccc2)S1 (centres undefined)	-9%	-1%	-23%
CC1CCc2cc(F)ccc2N1C(=O)c1cccs1 (centres undefined)	-6%	-16%	-25%
CC(C)C[C@H](NC(=O)c1[nH]cnc1C(=O)Nc1ccccc1F)C(=O)OC(C)(C)C	/	-89%	23µM*
O=C(O)c1ccc(CSCc2ccccc2Cl)o1	9%	-26%	-23%
Clc1ccc(Cl)c(-c2nn3c(Cn4cnc5ccccc54)nnc3s2)c1	/	?	?

A few values from above:
`CSc1ccccc1C(=O)Nc1c(C)cccc1C` | GCN5L2 inh: -6%
`Oc1ccccc1C1NN=C(c2ccccc2)S1` (centres undefined) | TDP1 cell noCPT: -23%

The results go on.
SMILES	GCN5L2 inh	TDP1 cell CPT	TDP1 cell noCPT
COc1cccc(-n2c(SCC(N)=O)nnc2-c2ccncc2)c1	-9%	-22%	-10%
COc1cccc(C(=O)NC(c2ccccc2)C2CCCC2)c1 (centres undefined)	-11%	?	?
CC(C)NC(=O)C1CCN(C(=O)c2cc3sccc3n2Cc2ccc(Cl)cc2)CC1	-6%	1.6µM*	1.5µM*
Nc1nonc1-n1nncc1-c1ccccc1	-6%	-14%	-16%

Compounds above containing a COOH group (3):
SMILES	GCN5L2 inh	TDP1 cell CPT	TDP1 cell noCPT
CCc1cc(=O)oc2cc(OC(C)C(=O)O)c(Cl)cc12 (centres undefined)	-1%	1%	3%
O=C(O)CNC(=O)/C(=C\c1cccc([N+](=O)[O-])c1)NC(=O)c1ccco1	-3%	7%	9%
O=C(O)c1ccc(CSCc2ccccc2Cl)o1	9%	-26%	-23%
